Salmonella PhoP GFP – Inhibition of PhoP regulon, Salmonella typhi GFP reporter cells, confirmation, 4 h (AID 1850); 0.33% of 310,000 active; inhibition, % at 50 µM; hits with a dose series show IC50 in µM; Salmonella Typhi PhoP-promoter GFP reporter, fluorescence, 4 h; higher % means a stronger effect; in the data active means a potency from the dose series; inconclusive means inhibition mostly from about 25% at the one dose, without a potency; inactive means the rest, 99 in 100 with inhibition below about 19%;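 further: 0% = induced wells with vehicle and 100% = uninduced wells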
influenza NS1A – NS1A inhibition, H1N1 influenza, cell based functional assay (AID 504329); NS1A functional cell-based assay, percent inhibition; higher % means a stronger effect; 0.3% of 340,000 active; inhibition, % at 12.5 µM; hits with a dose series show IC50 in µM; in the data active means a potency from the dose series; inconclusive means inhibition above about 27% without an active follow-up result; further: strong numbers were not always called active
tuberculosis growth – growth inhibition of non-replicating M. tuberculosis (AID 488890) | Mycobacterium tuberculosis non-replicating, growth inhibition; higher % means a stronger effect | inhibition, % at 25 µM; hits with a dose series show IC50 in µM | 0.39% of 320,000 active; in the data active means a potency from the dose series; inconclusive means inhibition mostly from about 82% at the one dose, without a potency; inactive means the rest, 99 in 100 with inhibition below about 76%;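 further: plate controls were DMSO cells for no effect and high antibiotic wells for full effect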
VEEV TC-83 Vero – inhibitors of VEEV TC-83 cytopathic effect, confirmation, Vero cells (AID 588727); 0.13% of 350,000 active; Vero cells, VEEV TC-83 cytopathic effect inhibition; higher % means a stronger effect; inhibition, % at 20 µM, or IC50 in µM where a hit was titrated; in the data active means a potency from the dose series; inconclusive means inhibition mostly from about 14% at the one dose, without a potency; inactive means the rest, 99 in 100 with inhibition below about 12%; further: strong numbers were not always called active
H37Rv inhibition – M. tuberculosis growth inhibition, HTS (AID 449762). inhibition, % at 25 µM, or IC50 in µM where a hit was titrated. M. tuberculosis H37Rv growth inhibition, 7H9 media; higher % means a stronger effect. 0.59% of 330,000 active; in the data active means a potency from the dose series; inconclusive means inhibition above about 70% without an active follow-up result;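 further: bacterial growth assessed after seven days of incubation; strong numbers were not always called active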
VEEV TC-83 Vero 10K pilot screen – also measured in VEEV TC-83 Vero; calls as there; inhibition, %; measured here: 10K pilot screen inhibition
An asterisk follows results filed as active; i = inactive; ? = inconclusive; nt = no result given. Not a hit list. Share with any hit: about 1.4%.

The first 3 compounds (preview)
SMILES	Salmonella PhoP GFP	influenza NS1A	tuberculosis growth	VEEV TC-83 Vero	H37Rv inhibition	others
O=S(=O)(Nc1nccs1)c1ccc(NS(=O)(=O)c2cccs2)cc1	-8%	2%	18%	0.2%	5%	VEEV TC-83 Vero 10K pilot screen=1.3
Cc1nn(CC(=O)NCCN2CCOCC2)c(=O)c2ccccc12	2%	8%	-18%	0.6%	-2%
O=C(CSc1nnc(-c2ccccn2)n1Cc1ccccc1)NC1CCCC1	-3%	9%	1%	i	9%

All compounds of this part, repeating the preview:
SMILES	Salmonella PhoP GFP	influenza NS1A	tuberculosis growth	VEEV TC-83 Vero	H37Rv inhibition	others
O=S(=O)(Nc1nccs1)c1ccc(NS(=O)(=O)c2cccs2)cc1	-8%	2%	18%	0.2%	5%	VEEV TC-83 Vero 10K pilot screen=1.3
Cc1nn(CC(=O)NCCN2CCOCC2)c(=O)c2ccccc12	2%	8%	-18%	0.6%	-2%
O=C(CSc1nnc(-c2ccccn2)n1Cc1ccccc1)NC1CCCC1	-3%	9%	1%	i	9%
COCC(C)NS(=O)(=O)c1ccc(NC(=O)c2ccccn2)cc1 (configuration not stated)	-14%	-5%	-12%	i	-3%
O=C(CN1C(=O)c2ccccc2S1(=O)=O)NCCc1ccccc1	-11%	2%	-1%	0.7%	10%
OCC(O)CSc1nc(-c2ccccc2)nc2c1CCC2 (configuration not stated)	-4%	-6%	-8%	0.8%	-2%
CC/C(=N\NC(=O)Nc1ccccc1)c1ccccc1	2%	30%	7%	0.2%	8%
COC(=O)c1sc(NC(=O)CCCn2nc([N+](=O)[O-])cc2C)c(C(=O)OC)c1C	-15%	12%	-19%	0.3%	2%
S=C(NCc1ccco1)Nc1ccc(Oc2ccc(Cl)cc2)cc1	10%	0%	?	i	14%
CCOc1ccc(-n2c(C)nc3cc(C(=O)NCCN4CCOCC4)ccc32)cc1	2%	6%	1%	2.0%	-2%
OCC1CO1 (configuration not stated)	nt	-2%	-2%	i	-14%
COc1ccc(NS(=O)(=O)c2ccc(N/N=C/c3ccc(N4CCOCC4)cc3)c([N+](=O)[O-])c2)cc1	-7%	-5%	-23%	0.4%	1%
CCN(CC)c1ccc(/C=N/NC(=O)Nc2nonc2N)cc1	13%	-4%	13%	1.7%	1%
COc1ccc(C2C(C(=O)N3CCN(C)CC3)c3ccccc3C(=O)N2C2CCCCC2)cc1 (configuration not stated)	4%	0%	0%	1.0%	-1%
COc1ccc(OC)c(NC(=S)N2CCCC2)c1	-5%	-2%	11%	0.6%	-3%
COCCN(CC1CCCN(C2Cc3ccccc3C2)C1)C(=O)CCC(C)=O (configuration not stated)	-1%	-23%	-9%	1.3%	-2%
Cn1c(=O)c2[nH]c(SCc3cccnc3)nc2n(C)c1=S	nt	1%	nt	1.4%	nt
O=[N+]([O-])c1cccc(C(=Nc2ccccc2Cl)NO)c1	-14%	0%	-1%	i	4%
CC(OC(=O)CN1C(=O)c2ccccc2C1=O)C(=O)NC1CCCC1 (configuration not stated)	14%	-7%	-5%	1.6%	11%
COC(=O)c1c(NC(=O)CN(c2ccc(C)c(C)c2)S(C)(=O)=O)sc2c1CCCC2	7%	-6%	1%	i	17%
CCOC(=O)Cn1nc(/C=C/c2ccc(C)cc2)ccc1=O	-3%	0%	28%	0.3%	0%
CCOc1cc(C=O)ccc1OCCCN1C(=O)NC(C)(C)C1=O	2%	2%	0%	2.7%	-3%	VEEV TC-83 Vero 10K pilot screen=2.4
CC1(C)CC(=O)C(N=Nc2cc(S(=O)(=O)N3CCOCC3)ccc2Cl)=C(O)C1	7%	nt	12%	nt	-1%
COc1cc(CNC(C)C23CC4CC(CC(C4)C2)C3)ccc1OCC(=O)NC(C)(C)C (configuration not stated)	6%	17%	50%	i	-2%
COc1ccc(C(=O)NCCS(=O)(=O)N2CCc3ccccc3C2)cc1	-2%	6%	-16%	0.1%	-9%

15 entries from above, arranged by number of heavy atoms, descending.
SMILES	Salmonella PhoP GFP	influenza NS1A	tuberculosis growth	VEEV TC-83 Vero	H37Rv inhibition	others
COc1ccc(NS(=O)(=O)c2ccc(N/N=C/c3ccc(N4CCOCC4)cc3)c([N+](=O)[O-])c2)cc1	-7%	-5%	-23%	0.4%	1%
COc1ccc(C2C(C(=O)N3CCN(C)CC3)c3ccccc3C(=O)N2C2CCCCC2)cc1 (configuration not stated)	4%	0%	0%	1.0%	-1%
COc1cc(CNC(C)C23CC4CC(CC(C4)C2)C3)ccc1OCC(=O)NC(C)(C)C (configuration not stated)	6%	17%	50%	i	-2%
CCOc1ccc(-n2c(C)nc3cc(C(=O)NCCN4CCOCC4)ccc32)cc1	2%	6%	1%	2.0%	-2%
COC(=O)c1sc(NC(=O)CCCn2nc([N+](=O)[O-])cc2C)c(C(=O)OC)c1C	-15%	12%	-19%	0.3%	2%
O=C(CSc1nnc(-c2ccccn2)n1Cc1ccccc1)NC1CCCC1	-3%	9%	1%	i	9%
COc1ccc(C(=O)NCCS(=O)(=O)N2CCc3ccccc3C2)cc1	-2%	6%	-16%	0.1%	-9%
CC(OC(=O)CN1C(=O)c2ccccc2C1=O)C(=O)NC1CCCC1 (configuration not stated)	14%	-7%	-5%	1.6%	11%
O=S(=O)(Nc1nccs1)c1ccc(NS(=O)(=O)c2cccs2)cc1	-8%	2%	18%	0.2%	5%	VEEV TC-83 Vero 10K pilot screen=1.3
CCN(CC)c1ccc(/C=N/NC(=O)Nc2nonc2N)cc1	13%	-4%	13%	1.7%	1%
CCOC(=O)Cn1nc(/C=C/c2ccc(C)cc2)ccc1=O	-3%	0%	28%	0.3%	0%
OCC(O)CSc1nc(-c2ccccc2)nc2c1CCC2 (configuration not stated)	-4%	-6%	-8%	0.8%	-2%
O=[N+]([O-])c1cccc(C(=Nc2ccccc2Cl)NO)c1	-14%	0%	-1%	i	4%
COc1ccc(OC)c(NC(=S)N2CCCC2)c1	-5%	-2%	11%	0.6%	-3%
OCC1CO1 (configuration not stated)	nt	-2%	-2%	i	-14%

Next section:
SMILES	Salmonella PhoP GFP	influenza NS1A	tuberculosis growth	VEEV TC-83 Vero	H37Rv inhibition	others
N#Cc1c2n(c3c(N)ncnc13)CCCCC2	-37%	-16%	-11%	3.7%	-2%
Nc1nnc(SCc2cccc(C(F)(F)F)c2)s1	3%	7%	11%	0.2%	4%
CCN(CC)c1ccc(N2C(=O)/C(=C/c3ccccn3)SC2=S)cc1	-25%	19%	-4%	1.3%	1%
CN(Cc1ccccc1)C(=O)c1ccc(NC(=O)Cc2ccc(NC(=O)C3CCCN(C(=O)c4ccccc4)C3)cc2)cc1 (configuration not stated)	nt	-5%	nt	0.8%	nt
Cc1cc(C)n(-c2ccc(C(C)C)cc2)c(=O)c1C#N	-4%	5%	33%	i	4%
COc1ccc(/C(N)=N/OC(=O)c2ccc3c(c2)OCO3)cc1	-3%	-2%	7%	7.0%	-6%
CCOC(=O)c1ccc2c(c1)C1C=CCC1C(C(=O)O)N2 (configuration not stated)	-7%	nt	9%	nt	3%
O=c1[nH]c(CN2CCN(Cc3ccccc3)CC2)nc2scc(-c3ccccc3)c12	14%	10%	79%	0.9%	60%
Cc1ccc(NC(=S)NCC(C)C)cc1	11%	-7%	-19%	0.4%	-5%
COc1ccc(-c2nnc(SCCC(=O)O)n2-c2ccccc2)cc1OC	3%	5%	-17%	i	-2%
O=C(Nc1cc(Cl)ccc1N1CCOCC1)c1cccnc1Cl	-5%	-26%	3%	1.6%	6%
Cn1c(SCCOc2ccccc2Cl)nnc1-c1cccs1	2%	-2%	39%	1.2%	-18%
Cc1ccc(C(=O)NCc2ccco2)cc1	-6%	-8%	65%	0.4%	-6%
O=C(CN1C(=O)C2C3C=CC(C3)C2C1=O)N1CC(=O)N(CCc2ccccc2)C(=O)C1 (configuration not stated)	2%	-2%	-9%	0.7%	-8%
Cc1ccc(-c2nnc(N3CCOCC3)c3ccccc23)cc1S(=O)(=O)NCC1CCCO1 (configuration not stated)	-1%	5%	-10%	7.8%	-7%
COc1cc(NC(=O)c2ccco2)c(OC)cc1NC(=O)CCC(=O)Nc1cc(C)ccc1C	12%	-8%	-11%	7.4%	-8%
Cc1cc(C)c2ccc(Cl)cc2n1	0%	-7%	4%	13%	-4%
CCc1nnc(NC(=O)CSc2nnc(Cc3ccccc3)n2Cc2ccccc2)s1	-3%	6%	35%	5.9%	7%
FC(F)(F)c1ccc(-c2nnc(-c3cccnc3)o2)cc1	3%	-7%	6.5µM*	5.8%	4%
O=C(NCc1cccnc1)c1cccn1-c1ncc(C(F)(F)F)cc1Cl	2%	-4%	-7%	i	-6%
COc1ccc(-n2c(SCC(=O)Nc3ccc4c(c3)OCO4)nc3ccccc3c2=O)cc1	-6%	4%	38%	11%	-5%
CCc1ccc(S(=O)(=O)N/N=C\c2ccc3c(c2)OCO3)cc1	3%	23%	3%	0.5%	5%
O=C(NCc1ccc(Cl)cc1)c1cccc(NC2=NC3CS(=O)(=O)CC3S2)c1 (configuration not stated)	-10%	-5%	1%	0.6%	-6%
CCN(CC)S(=O)(=O)c1ccc(OC)c(NC(=O)c2ccc(N3CCCC3=O)cc2)c1	nt	-5%	-3%	3.6%	-6%
CC1CCC(CN2C(Nc3ccccc3)=NC[C@@H]2Cc2ccccc2)CC1 (some centres not stated)	nt	2%	?	i	25%

The list continues:
SMILES	Salmonella PhoP GFP	influenza NS1A	tuberculosis growth	VEEV TC-83 Vero	H37Rv inhibition	others
O=C(NCCN1CCOCC1)c1cccc(NS(=O)(=O)c2ccc(Br)cc2)c1	-9%	-5%	3%	2.9%	10%
Cc1cc([N+](=O)[O-])ccc1NC(=O)CCC(=O)N1CCCC1	-7%	3%	-13%	i	1%
COc1ccc(OC)c(NC(=O)CSc2nnc(CNc3ccc(F)cc3)o2)c1	-7%	-4%	35%	2.3%	-5%
FC(F)Oc1ccc(N=C2SCC3CCCCN23)cc1 (configuration not stated)	12%	-3%	28%	0.8%	4%
CS(=O)(=O)Nc1cccc(S(=O)(=O)N2CCN(C(=O)c3ccccc3)CC2)c1	-6%	18%	9%	0.5%	-8%
N[C@@H]1CCCC[C@H]1N.O=C(O)C(=O)O.[Pt]	-5%	nt	37%	nt	24%
CN(c1ccccc1)S(=O)(=O)c1cccc(NC(=O)C2=NN(c3ccccc3)C(=O)CC2)c1	nt	-8%	9%	7.9%	-7%
C=CCn1c(SCC(=O)c2c(N)n(C3CC3)c(=O)[nH]c2=O)nnc1-c1ccoc1C	nt	-6%	1%	1.0%	-1%
CCCn1nc(NC(=O)COC)c2cc3cccc(C)c3nc21	4%	-19%	42%	4.8%	13%
CCSc1nnc(NC(=O)COc2ccccc2[N+](=O)[O-])s1	4%	-1%	15%	1.2%	7%
Cc1cc(Cl)ccc1OCc1nnc(-c2ccccc2C)o1	nt	-15%	nt	0.5%	nt
CC(=O)N1CCc2cc(S(=O)(=O)NCCCN3CCCCC3)ccc21	-5%	-11%	-4%	1.9%	-5%
CC(O)c1cccc(NC2=CC(=O)CC(C)(C)C2)c1 (configuration not stated)	0%	8%	-2%	i	4%
COc1cc(Cl)nn(-c2ccccc2)c1=O	-4%	25%	-21%	1.7%	-13%
CN1CCN(S(=O)(=O)c2ccc(NC(=O)c3ccc(F)cc3Cl)cc2)CC1	11%	3%	6%	2.1%	-5%
C=Cn1nc(C)c2ccccc2c1=O	10%	-2%	-7%	0.4%	-4%
CC1(C)CC(NC(=O)COc2ccc3ccccc3c2)CC(C)(C)N1	2%	18%	0%	2.8%	4%
COc1ccc2c(c1)c(C(=O)O)c(C)n2C(C)C	6%	-3%	-2%	1.4%	4%
COC(=O)CCC(=O)c1ccn(S(=O)(=O)c2ccccc2)c1	4%	-15%	12%	i	-7%
Cc1ccc(OCC(=O)n2cnnc2N)c(C)c1	-17%	nt	-21%	nt	-6%
COc1ccc(CN2C(=O)c3cccnc3C2=O)cc1S(=O)(=O)NC(C)C	0%	-3%	-14%	1.3%	7%

Source: PubChem
